Screens: PubChem, several laboratories
hiPSC survival: enhancers of single-cell hiPSC survival, primary screen, ATPlite luminescence. 100% = ROCK inhibitor wells, 0% = DMSO. survival enhancement, % at 20 µM. hit rate 0.044% among 360,000. AID 602274, 2012; in the data active = survival enhancement above about 18%;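 also: cells exposed to compounds for 16 hours before the ATP read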
Peg3 promoter: Peg3 promoter-driven luciferase inhibitors, primary screen, cell-based, HeLa, luciferase luminescence | HeLa PEG-Prom luciferase reporter, overnight | inhibition, % at 20 µM | hit rate 1.7% among 360,000 | AID 588405, 2011;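 active = inhibition of at least 50% at 20 µM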
HIF-2a block: HIF-2a reporter inhibitors, primary screen, luminescence, 786-0 RCC cells | hit rate 0.72% among 360,000 | 786-0 RCC cells HIF-2a reporter, luciferase luminescence, overnight | inhibition, % at 18.8 µM;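 active = inhibition of the luminescence signal of 40% or more relative to plate controls, in a single-dose primary screen at 18.75 µM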
NR2E3 ag-1: NR2E3 agonists in two-hybrid cells, primary screen, cell-based, luminescence, CHO-S, Gal4-NCOR/VP16-NR2E3; AID 602229, 2012; Photoreceptor-specific nuclear receptor (Homo sapiens), Q9Y5X4; hit rate 0.35% among 360,000; inhibition of corepressor binding, % at 3.98 µM; luciferase;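 active = inhibition above the mean of all tested compounds plus 3 SD, cut at about 70% in these data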;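 also: 0% = DMSO with NR2E3 transfected cells and 100% = cells lacking NR2E3 construct; higher means lower luciferase signal from less NR2E3 corepressor binding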
Target sequence (Q9Y5X4 whole entry, looked up, the tested form may be a part): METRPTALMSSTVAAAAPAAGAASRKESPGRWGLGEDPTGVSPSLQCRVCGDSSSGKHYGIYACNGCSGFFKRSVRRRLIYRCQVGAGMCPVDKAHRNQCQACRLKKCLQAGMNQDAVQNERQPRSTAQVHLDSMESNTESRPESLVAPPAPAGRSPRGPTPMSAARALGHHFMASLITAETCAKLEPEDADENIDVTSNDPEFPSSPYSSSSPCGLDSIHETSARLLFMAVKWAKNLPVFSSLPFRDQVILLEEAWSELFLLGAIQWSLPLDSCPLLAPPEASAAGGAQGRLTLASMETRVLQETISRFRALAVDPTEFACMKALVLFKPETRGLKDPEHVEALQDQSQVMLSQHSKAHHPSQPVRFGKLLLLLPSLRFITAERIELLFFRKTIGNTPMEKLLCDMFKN
CaV13 FRET inh: Disruptors of the CACNA1D IQ motif to Ca2+-dependent inactivation inhibitor domain association, primary screening, Förster resonance energy transfer in intact living … | hit rate 0.098% among 340,000 | HEK cells, CFP/YFP FRET ICDI-IQ, plate reader, 10 min; percent FRET-ratio fall versus neutral wells | inhibition, % at 12.3 µM;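 active = mean replicate inhibition of at least 30% and at least 1% of replicates passing that level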;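 also: 0% = median of the neutral control wells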
PDI inh: inhibitors of human PDI, primary screen, biochemical, turbidity, single point, plate reader; Protein disulfide-isomerase (Homo sapiens), P07237; PDI insulin aggregation turbidity, A650, 90 min; inhibition, % at 10 µM; hit rate 0.052% among 350,000;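 active = mean inhibition across replicates of 30% or more, whatever share of single replicates reach that level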;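 also: absorbance from insulin aggregation driven by PDI reduction with DTT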
Target sequence (P07237 whole entry, looked up): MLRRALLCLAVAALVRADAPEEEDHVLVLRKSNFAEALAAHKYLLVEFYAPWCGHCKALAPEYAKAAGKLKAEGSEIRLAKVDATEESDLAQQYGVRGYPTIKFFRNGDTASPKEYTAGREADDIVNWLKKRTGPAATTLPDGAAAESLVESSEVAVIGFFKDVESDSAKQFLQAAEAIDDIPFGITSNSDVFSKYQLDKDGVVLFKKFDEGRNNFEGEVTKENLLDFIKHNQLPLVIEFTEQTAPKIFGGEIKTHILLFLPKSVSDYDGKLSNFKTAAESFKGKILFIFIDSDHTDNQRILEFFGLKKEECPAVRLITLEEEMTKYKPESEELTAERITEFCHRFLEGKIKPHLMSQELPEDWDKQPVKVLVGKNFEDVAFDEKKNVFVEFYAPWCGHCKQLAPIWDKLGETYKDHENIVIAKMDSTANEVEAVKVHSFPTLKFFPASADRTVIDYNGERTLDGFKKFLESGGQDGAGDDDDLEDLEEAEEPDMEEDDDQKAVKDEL
Vif imaging: HIV Vif self-association inhibitors, primary screen, imaging, HEK293T, single point; HEK293T cells, Vif self-association by quenched fluorescence, 24 h; inhibition, % at 7.49 µM; hit rate 0.35% among 340,000; AID 602346, 2012; in the data active = inhibition above about 50%, passing the limit was not always enough; also: some results filed as inactive read as strong as hits
NR2E3 ag-2: inhibitors of NR2E3-RetCOR corepressor binding, primary screen, NR2E3 agonist project, biochemical, TR-FRET, GST-NR2E3, biotin-RetCOR; 1536-well; inhibition of corepressor binding, % at 4.78 µM; AID 2300, 2010; hit rate 0.12% among 320,000; Photoreceptor-specific nuclear receptor (Homo sapiens), Q9Y5X4;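 active = percent inhibition above the cutoff of mean plus 3 SD of all tested compounds, set per screening campaign, cut at about 20% in these data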;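 also: 0% = DMSO wells and 100% = biotin wells as full block of FRET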
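system = GST-tagged NR2E3 plus biotinylated RetCOR corepressor | input = 1.35 nM GST-NR2E3 | also added = 7 nM biotin-RetCOR | schedule = 5 h incubation at 4 °C | measured by = TR-FRET with europium anti-GST and streptavidin-D2, 340 nm excitation | read-out = percent loss of FRET ratio relative to control wells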
Granule exo inh: LAMP-1 surface exposure blockers, TALL-104 cells – cell-based, flow cytometry, MLPCN library, primary screen; TALL-104 LAMP-1 surface exposure; cells stimulated with thapsigargin and PMA; inhibition, % at 10 µM; hit rate 0.66% among 360,000; AID 651702, 2012;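 active = inhibition above about 55%, limit read from the data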
aDG glyco act: activators of alpha-DG glycosylation, primary screen, uHTS, Pro5-aDG cells, AlphaScreen. alpha-DG glycosylation AlphaScreen (IIH6); 0% Pro5, 100% B10-LARGE cell signal. activation, % at 10 µM. hit rate 0.22% among 360,000;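 active = activation of at least 8% versus controls, or a plate z-score of at least 8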;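 also: Pro5 are CHO cells carrying HIG-tagged alpha-DG that lacks glycosylation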
MITF TRPM1 inh: inhibitors of MITF-dependent TRPM1 promoter reporter, primary screen, cell-based, SK-MEL-5, single point, luciferase; inhibition, % at 12.5 µM; hit rate 0.83% among 330,000; SK-MEL-5 TRPM1 promoter luciferase, 24 h;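 active = mean inhibition across replicates of 60% or more, whatever share of single replicates reaches that level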; also: values of inactives mirror those of a sister screen read the other way
* hit, by the source's call; · = no result given.

SMILES | hiPSC survival | Peg3 promoter | HIF-2a block | NR2E3 ag-1 | CaV13 FRET inh | PDI inh | Vif imaging | NR2E3 ag-2 | Granule exo inh | aDG glyco act | MITF TRPM1 inh
CCOC(=O)[C@]12CCC=C1N(Cc1ccc3c(c1)OCO3)C(=O)[C@H](CC(=O)N1CCN(C(=O)c3ccco3)CC1)C2 | 0.7 | · | 2.7 | -5.7 | -2.9 | · | · | · | -1.0 | -0.2 | ·
OC1CN=C2C=CC=CN2C1 (stereo unspecified) | 4.4 | 8.7 | 19.7 | 2.5 | -5.1 | 0.7 | 8.6 | 1.2 | -4.5 | -0.3 | 9.0
CCOc1ccc(NC(=O)C2CCN(C(=O)NC3CCCCC3)CC2)cc1 | 9.8 | 8.9 | 18.5 | -2.4 | -3.2 | -4.3 | -1.1 | -0.9 | 0.0 | 0.0 | 4.4
CC1CCCN(c2ccc(C(=O)NCc3ccc4c(c3)OCO4)cc2[N+](=O)[O-])C1 (stereo unspecified) | 0.8 | 1.2 | 3.8 | -22.9 | -2.7 | 2.6 | 9.4 | -2.9 | -1.3 | 0.2 | -0.2
O=C(CSc1ccc(-c2ccco2)nn1)N1CCCCC1 | 1.1 | -72.6 | -74.1 | -12.3 | -1.7 | -0.6 | -1.0 | -2.9 | 2.6 | -0.1 | -16.9
CCNC(=O)c1cc2c(c(-c3cccc(-c4cncnc4)c3)n1)[C@@H](CCO)N(C(C)=O)C2 | 0.3 | · | -6.2 | -26.5 | -7.3 | · | · | · | 0.6 | 0.0 | ·
CCc1ccc(CN(C)CC(=O)Nc2ccc(S(=O)(=O)N3CCOCC3)cc2)cc1 | 0.2 | 11.8 | 11.1 | 7.6 | -5.4 | 4.4 | 21.3 | 2.9 | -0.2 | -0.1 | 8.9
O=C(Nc1nnc(SCc2ccccc2)s1)c1cccc([N+](=O)[O-])c1 | -1.1 | -6.6 | -51.7 | 3.4 | -3.0 | -3.9 | -5.7 | -1.1 | -3.0 | -0.3 | -2.1
CCOc1ccccc1CNCCOC | -2.3 | -4.0 | 17.6 | 5.3 | -2.1 | 0.6 | 9.1 | 6.2 | -2.6 | -0.2 | 5.3
CC1=C(C(=O)NC2CCCCC2C)C2(CCC(C)CC2)OC1=O (stereo unspecified) | -2.0 | 14.1 | 6.8 | -41.6 | -4.4 | · | 26.2 | 1.4 | 5.1 | 0.0 | ·
O=C(CSc1nc2ccccc2s1)N/N=C/c1ccc(C(=O)O)cc1 | -0.7 | 12.8 | -3.7 | 8.3 | -3.8 | -11.8 | -5.4 | -1.1 | -0.3 | -0.2 | 2.4
CCOc1ccc(S(=O)(=O)Nc2ccc3c(c2)n(C)c(=O)n3C)cc1 | -0.6 | 14.3 | 10.7 | 73.9* | -5.2 | 8.8 | -30.8 | 3.1 | -4.0 | 0.7 | 24.0
Fc1cccc(Cl)c1/C=N/Nc1c(Cl)cncc1Cl | 0.9 | -60.4 | -94.6 | -62.5 | -15.3 | -4.5 | 1.2 | 0.8 | -1.0 | 0.3 | -20.4
CN(Cc1cn[nH]c1-c1ccc(-c2ccccc2)cc1)CC1CCOCC1 | 0.6 | -101.9 | -120.2 | -48.5 | -4.1 | 1.7 | -2.5 | -3.4 | 1.0 | 0.1 | -48.5
Cc1ccc(NC(=O)CSc2ncn[nH]2)cc1 | 1.1 | -6.3 | -21.1 | -30.5 | -4.5 | 2.0 | -6.0 | 7.8 | 2.7 | 0.0 | -29.5
CCN(Cc1ccncc1)C(=O)c1ccc(C)c(S(=O)(=O)N2CCCCC2)c1 | 0.9 | -4.2 | 10.4 | 5.9 | -2.6 | -0.5 | -4.1 | · | 3.5 | 0.6 | 17.0
NC(=O)c1oc2ccccc2c1NC(=O)C1CCCCC1 | 3.0 | 17.6 | 6.8 | -21.9 | -7.7 | -0.1 | 1.4 | 2.3 | -6.0 | -0.1 | 13.1
COc1oc(-c2ccccc2C)nc1C(F)(F)F | -1.4 | -2.0 | 7.5 | -14.0 | -5.0 | -16.0 | · | 1.4 | 3.2 | -0.2 | 7.1
COC(=O)CNC(=O)c1c(-c2c(Cl)cccc2Cl)noc1C | 1.6 | -158.3 | -65.2 | -4.1 | -7.8 | 2.4 | 1.9 | 4.4 | -2.6 | -0.2 | -5.0
O=C(NCc1ccccc1)c1ccc(N2CCC3(CC2)CC(c2ccc(Cl)cc2)=NO3)c([N+](=O)[O-])c1 | -3.1 | 2.3 | -4.8 | 22.2 | -9.4 | -7.1 | 0.0 | 2.8 | -7.0 | 1.1 | 11.1
CCOC(=O)C1=CCN(S(=O)(=O)c2ccccc2C)C1c1ccccc1 (stereo unspecified) | 3.5 | -8.0 | 4.1 | 1.5 | -3.7 | · | -11.1 | · | -2.1 | -0.2 | ·
CCN1C(=O)C(CC(=O)Nc2cc(C)ccc2C)SC1=Nc1ccc(S(N)(=O)=O)cc1 (stereo unspecified) | -0.2 | 2.3 | 18.5 | 0.9 | -7.1 | 3.2 | 3.9 | -4.0 | -0.6 | -0.1 | 0.4
COc1ccc(C(=O)Nc2cccc(-c3nc4ncccc4o3)c2C)cc1OC | 1.8 | -8.3 | 9.5 | -35.7 | -6.8 | -2.0 | · | 1.2 | -2.2 | -0.1 | 4.9
O=C(C1COc2ccccc2O1)N1CCN(c2ccccc2)CC1 (stereo unspecified) | 1.5 | 0.6 | 3.0 | 2.2 | 0.6 | -3.1 | -4.8 | -2.7 | 0.1 | 0.4 | -4.9

A few values from the results shown:
NC(=O)c1oc2ccccc2c1NC(=O)C1CCCCC1 – hiPSC survival = 3.0
CCN(Cc1ccncc1)C(=O)c1ccc(C)c(S(=O)(=O)N2CCCCC2)c1 – aDG glyco act = 0.6
Fc1cccc(Cl)c1/C=N/Nc1c(Cl)cncc1Cl – CaV13 FRET inh = -15.3

Further structures
SMILES | hiPSC survival | Peg3 promoter | HIF-2a block | NR2E3 ag-1 | CaV13 FRET inh | PDI inh | Vif imaging | NR2E3 ag-2 | Granule exo inh | aDG glyco act | MITF TRPM1 inh
Cc1noc(C)c1COc1ncnc2ccccc12 | -0.8 | 6.4 | 10.5 | -14.4 | -3.7 | -3.2 | 2.1 | 0.5 | -4.3 | -0.2 | 3.9
CC[C@H](CO)Oc1cc(NCc2cccc(N)c2)c2ncn(C(C)C)c2c1 | -0.9 | · | -13.4 | 16.3 | -7.2 | · | · | · | 6.9 | 0.0 | ·
O=c1c2cc(F)ccc2sn1-c1ccccc1 | -3.7 | -21.6 | -124.8 | 41.5 | -5.2 | -5.7 | 15.7 | -1.3 | -9.7 | 0.5 | 1.8
COC(=O)CCSCc1cn2cc(Cl)ccc2n1 | 3.1 | -46.6 | 31.5 | -2.3 | · | 12.7 | -9.7 | 2.3 | -2.4 | -0.1 | -10.2
Clc1cccc(/C=N\Nc2nccs2)c1 | -0.6 | -217.6 | -226.8 | -86.6 | -4.3 | -2.6 | 41.8 | -0.8 | 1.6 | 0.3 | -32.6
CN(CC(=O)Nc1cccc(F)c1)C(=O)c1cc(-c2ccco2)nc2ccccc12 | 1.7 | 42.5 | 9.6 | 8.5 | -5.4 | -1.7 | · | 1.5 | 1.7 | -0.3 | -2.1
CCn1c(=O)c(C(=O)CN2CCN(Cc3ccc4c(c3)OCO4)CC2)c(N)n(Cc2ccccc2)c1=O | -0.8 | 18.0 | 15.3 | -17.9 | -4.1 | 7.2 | 1.8 | 0.8 | 3.5 | 0.6 | 13.0
CN(CCO)c1c2c(nc3cc(-c4cccc(F)c4)nn13)CCCC2 | 0.7 | -179.9 | -133.9 | -105.4 | -3.1 | 2.8 | 1.6 | -4.8 | 0.4 | 0.3 | -30.2
CCCNC(=O)C1(C)CCN(Cc2ccc(-c3ccccc3)o2)C1 (stereo unspecified) | 3.9 | -8.1 | -19.2 | -43.7 | -4.8 | -3.9 | 3.7 | · | 4.2 | -0.2 | ·
CC(C)(C)c1ccc(NC(=O)NC2CCCc3ccccc32)cc1 (stereo unspecified) | -0.1 | -10.3 | -34.5 | -31.3 | -1.4 | -1.2 | -4.8 | -1.7 | -8.4 | 0.2 | -3.2
COCCCNc1nc(-c2ccncc2)nc2ccccc12 | -1.9 | 0.1 | 18.6 | 13.3 | -3.9 | 3.3 | · | 0.9 | -2.9 | -0.2 | -22.2
CC1SCC(=O)N(CC(=O)Nc2ccc3c(c2)OCCO3)C1=O (stereo unspecified) | 0.1 | 18.4 | 5.2 | -28.9 | -7.1 | 10.0 | -1.5 | 0.2 | -0.7 | -0.1 | -3.7
CCc1cccc(CC)c1NC(=O)c1cccc(N)c1 | 2.5 | 7.2 | 12.3 | 12.0 | -5.0 | 9.1 | -0.7 | -2.2 | -1.7 | 0.1 | 9.0
COc1cc(C(=O)O/N=C2\C=CC(=O)C=C2C)cc(OC)c1OC | -3.8 | -6.7 | 10.6 | 19.1 | 1.3 | -1.7 | -0.2 | -0.9 | 11.9 | -0.6 | -0.9
O=C(CCn1c2c(c3ccccc31)CCCC2)NNC(=O)c1ccccc1[N+](=O)[O-] | -1.1 | 3.9 | 18.4 | -14.1 | -5.9 | -10.1 | 0.8 | 2.5 | -1.5 | 0.1 | 21.6
N#Cc1ccc(-c2cccs2)nc1SCc1cccnc1 | 0.0 | 10.8 | -20.7 | -26.6 | -3.6 | 2.1 | 19.3 | 3.8 | 6.7 | 0.0 | ·
CCOC(=O)C1=C[C@@H](C)N(S(=O)(=O)c2ccc(C)cc2)[C@H]1c1ccccc1 | -2.0 | 16.1 | 6.0 | 10.6 | -3.3 | · | · | · | -0.1 | 0.1 | ·
NC(N)=NS(=O)(=O)c1ccc(NC(=S)NC(=O)/C=C/c2ccc(F)cc2)cc1 | 0.0 | 10.5 | 21.7 | 4.4 | -5.1 | -1.4 | -2.4 | 4.2 | 17.2 | 0.0 | -1.8
C/C(=N\NC(=O)c1ccc(C)cc1)C1C(=O)c2ccccc2C1=O | -1.4 | -75.1 | -138.2 | -60.8 | -5.6 | 0.7 | -9.6 | -3.1 | -2.2 | -0.1 | -5.0

In another format: 2 of the compounds above
mol: N#Cc1ccc(-c2cccs2)nc1SCc1cccnc1
  hiPSC survival: 0.0 | Peg3 promoter: 10.8 | HIF-2a block: -20.7 | NR2E3 ag-1: -26.6 | CaV13 FRET inh: -3.6 | PDI inh: 2.1 | Vif imaging: 19.3 | NR2E3 ag-2: 3.8 | Granule exo inh: 6.7 | aDG glyco act: 0.0 | MITF TRPM1 inh: ·
mol: CCOC(=O)C1=C[C@@H](C)N(S(=O)(=O)c2ccc(C)cc2)[C@H]1c1ccccc1
  hiPSC survival: -2.0 | Peg3 promoter: 16.1 | HIF-2a block: 6.0 | NR2E3 ag-1: 10.6 | CaV13 FRET inh: -3.3 | PDI inh: · | Vif imaging: · | NR2E3 ag-2: · | Granule exo inh: -0.1 | aDG glyco act: 0.1 | MITF TRPM1 inh: ·

This is a random part of the collection; overall some 3.5% were active at least once.
